# Source: PubChem (several laboratories)
# Yeast superoxide = reduction of superoxide in aged yeast, primary screen, HTS; S. cerevisiae aged cells, superoxide DHE fluorescence; hits give low values; superoxide response (% of plate mean), % at 10 µM; 330,000 tested, 0.18% active; AID 2690, 2010;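 active = superoxide response under a set limit, about three screen SD below normal, cut at about 65% in these data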;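 also: yeast aged for seven days with compound at 30 °C before DHE staining; 100% = average MFI of all compound-treated wells on the plate with controls excluded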
# GRK2 aptamer HTS = compounds blocking aptamer binding on GRK2 – biochemical, human GRK2, bead flow cytometry, HTS, primary screen | FAM-aptamer displacement from GRK2 | inhibition of aptamer binding, % at 10 µM | 330,000 tested, 0.59% active | Beta-adrenergic receptor kinase 1 (Homo sapiens), P25098 | AID 488847, 2010;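 active = inhibition of aptamer binding above 40%, roughly 3 SD of noise, on plates passing a quality check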;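 also: median bead fluorescence of bound FAM aptamer so fluorescent compounds give negative values; no value below 0 was filed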
# Target sequence (P25098 whole entry, looked up): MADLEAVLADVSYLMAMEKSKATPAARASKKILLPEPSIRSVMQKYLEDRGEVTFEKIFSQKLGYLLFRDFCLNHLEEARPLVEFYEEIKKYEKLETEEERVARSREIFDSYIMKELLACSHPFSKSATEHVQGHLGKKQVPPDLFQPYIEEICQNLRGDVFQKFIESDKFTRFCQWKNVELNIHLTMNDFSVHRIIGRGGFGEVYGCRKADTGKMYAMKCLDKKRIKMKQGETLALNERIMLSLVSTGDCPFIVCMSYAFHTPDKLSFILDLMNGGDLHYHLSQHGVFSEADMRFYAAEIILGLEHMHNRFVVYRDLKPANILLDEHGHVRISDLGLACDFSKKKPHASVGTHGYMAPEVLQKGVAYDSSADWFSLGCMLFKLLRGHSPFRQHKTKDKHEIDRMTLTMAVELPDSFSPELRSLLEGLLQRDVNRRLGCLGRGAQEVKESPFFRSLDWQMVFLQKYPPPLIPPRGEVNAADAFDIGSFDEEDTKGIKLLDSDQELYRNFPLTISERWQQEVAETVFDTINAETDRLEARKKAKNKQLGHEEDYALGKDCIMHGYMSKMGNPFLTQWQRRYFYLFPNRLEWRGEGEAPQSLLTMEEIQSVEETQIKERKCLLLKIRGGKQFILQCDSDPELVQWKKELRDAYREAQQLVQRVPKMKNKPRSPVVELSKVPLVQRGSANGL
# MEX-5 binding = MEX-5 zinc finger RNA-binding disruptors – biochemical, C. elegans, fluorescence polarization, MLPCN library, primary screen; Zinc finger protein mex-5 (Caenorhabditis elegans), Q9XUB2; MEX-5/FITC-TCR2 RNA binding; hits give low values; activity score (negative = inhibition of binding), % at 10 µM; 300,000 tested, 0.38% active; AID 1832, 2009;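 active = inhibition past about -25% in most replicates, and total fluorescence under double the plate's negative control median, limit read from the data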;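 also: 0% = DMSO and -100% = 5 µM competing unlabeled TCR2 RNA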
# Bcl-xL primary = inhibitors of human Bcl-xL, primary screen, biochemical, fluorescence polarization, HTS; 320,000 tested, 0.7% active; GST-Bcl-xL / FITC-Bim BH3 peptide fluorescence polarization; AID 2129, 2009; inhibition, % at 10.9 µM;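 active = inhibition above the mean of all tested compounds plus 3 SD, cutoff set per campaign, cut at about 30% in these data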;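 also: 0% = DMSO wells and 100% = unlabeled Bim-BH3 peptide competitor; inhibitors lower millipolarization by displacing the labeled peptide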
# CIT2 TOR yeast = modulators of CIT2-GFP expression in yeast, primary screen, S. cerevisiae, GFP fusion, multiplex flow cytometry, MLPCN library. S. cerevisiae CIT2-GFP strain, 3 h; 100 means same as DMSO wells. GFP response vs DMSO, % at 10 µM. 320,000 tested, 0.065% active;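 active = GFP response relative to DMSO above a set limit, near the screen mean plus 3 SD, cut at about 150% in these data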;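 also: ratio of well median GFP fluorescence to mean of DMSO wells on the plate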
# VLA-4 inh = inhibition in human VLA-4 binding assay, primary screen, VLA-4 allosteric modulator project, MLPCN library, flow cytometry, VLA-4 expressing cells; Integrin alpha-4 (Homo sapiens), P13612; ligand binding flow cytometry; inhibition, % (about 7 µM as worked out from the volumes in the protocol); 330,000 tested, 0.2% active; AID 2557, 2010; in the data active = inhibition above about 50%
# AGP1-GFP MLPCN = modulators of AGP1-GFP expression in yeast TOR pathway, primary screen, cell-based, multiplex flow cytometry, S. cerevisiae, MLPCN library; 3 h; GFP as percent of DMSO wells; GFP response vs DMSO, % at 10 µM; 320,000 tested, 0.02% active; AID 2066, 2009;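 active = GFP response relative to DMSO above a set limit, near screen average plus 3 SD, cut at about 150% in these data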;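 also: median GFP channel fluorescence of the gated AGP1 strain per well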
# GLD-1 RNA inh = GLD-1/TGE RNA complex disruptors, primary screen, biochemical, fluorescence polarization; 320,000 tested, 0.44% active; Female germline-specific tumor suppressor gld-1 (Caenorhabditis elegans), Q17339; purified GLD-1 + fluorescein TGE RNA; inhibition, % at 5.96 µM;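 active = percent inhibition above a per-plate cutoff, the plate mean of test compounds plus 3 SD, cut at about 30% in these data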;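 also: 0% = DMSO wells with GLD-1 and probe and 100% = wells lacking GLD-1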
# MCL1 BIM primary = inhibitors of MCL1 binding to BIM-BH3, primary screen, biochemical, fluorescence polarization. Induced myeloid leukemia cell differentiation protein Mcl-1 (Homo sapiens), Q07820. inhibition, % at 10.9 µM. GST-MCL1 / FITC-Bim-BH3 fluorescence polarization. 320,000 tested, 0.68% active;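 active = inhibition above the mean inhibition of all tested compounds plus 3 SD, set per campaign, cut at about 40% in these data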;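 also: 0% = DMSO wells and 100% = unlabeled Bim-BH3 peptide control; higher means more loss of mP so more displacement of Bim peptide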
# Active calls of the source: *; . = not tested or not shown.
1. CCOC(=O)N1CCC(N2C(=O)c3ccccc3C2Nc2cccnc2)CC1 (centres undefined)
2. Cc1ccc(C(=O)Nc2cccc(C(F)(F)F)c2)cc1NC(=O)c1ccno1
3. Cc1ccccc1-c1nc(-c2ccc(NC(=O)c3cccs3)cc2)no1
4. CCCCC1=CC2=CC(=O)C(C)(OC(=O)c3ccco3)C(=O)C2=CO1 (centres undefined)
5. Cc1cc(N=CC2=C(O)CCCC2=O)no1
6. COc1ccc2c(c1)c1nnc(SC)nc1n2C

assay / entry,1,2,3,4,5,6
GRK2 aptamer HTS,3,1,0,.,2,0
MEX-5 binding,0.8,0.4,-1.0,-36*,0.1,-0.5
Bcl-xL primary,2,5,4,43*,3,2
AGP1-GFP MLPCN,101,86,99,.,83,60
MCL1 BIM primary,8,2,0,49*,0,-6
VLA-4 inh,0,-4,3,.,2,4
CIT2 TOR yeast,90,88,94,.,87,73
GLD-1 RNA inh,-8,-1,5,62*,-1,1
Yeast superoxide,102,103,112,.,108,44*

7. CCOC(=O)[C@@H]1[C@H]2COc3ccc(Br)cc3[C@H]2N2C(=O)N(c3cccc(Cl)c3)C(=O)[C@]12C
8. O=C1C=C(c2ccc3ccccc3c2)C[C@@H](c2ccc(F)cc2)C1
9. CCOC(=O)C1(Cc2cccc(OC)c2)CCCN(C(=O)c2ccccc2C)C1 (centres undefined)
10. CN=c1oc2ccc(Cl)cc2cc1C(N)=O
11. Cc1cc(C)cc(NC(=S)NCc2ccncc2)c1
12. CCOC(=O)N1CCN(CC(=O)Nc2c(C(=O)OC)[nH]c3cccc(Cl)c23)CC1

assay / entry,7,8,9,10,11,12
GRK2 aptamer HTS,5,5,0,0,0,0
MEX-5 binding,4.6,.,3.2,-1.4,1.7,0.2
Bcl-xL primary,0,-3,1,9,2,0
AGP1-GFP MLPCN,84,68,112,105,106,100
MCL1 BIM primary,-4,0,7,11,5,-5
VLA-4 inh,35,6,12,-69,-5,0
CIT2 TOR yeast,73,99,101,98,106,94
GLD-1 RNA inh,6,6,1,7,0,2
Yeast superoxide,102,139,87,105,93,111

# Arranged by the number under MEX-5 binding (falling): five of the compounds above
no.	Compound	GRK2 aptamer HTS	MEX-5 binding	Bcl-xL primary	AGP1-GFP MLPCN	MCL1 BIM primary	VLA-4 inh	CIT2 TOR yeast	GLD-1 RNA inh
7	CCOC(=O)[C@@H]1[C@H]2COc3ccc(Br)cc3[C@H]2N2C(=O)N(c3cccc(Cl)c3)C(=O)[C@]12C	5	4.6	0	84	-4	35	73	6
9	CCOC(=O)C1(Cc2cccc(OC)c2)CCCN(C(=O)c2ccccc2C)C1 (centres undefined)	0	3.2	1	112	7	12	101	1
11	Cc1cc(C)cc(NC(=S)NCc2ccncc2)c1	0	1.7	2	106	5	-5	106	0
12	CCOC(=O)N1CCN(CC(=O)Nc2c(C(=O)OC)[nH]c3cccc(Cl)c23)CC1	0	0.2	0	100	-5	0	94	2
10	CN=c1oc2ccc(Cl)cc2cc1C(N)=O	0	-1.4	9	105	11	-69	98	7

# (cont.)
13. Cc1ccc(Cn2nc(C)c(NC(=O)CSc3n[nH]c(C)c3[N+](=O)[O-])c2C)cc1
14. O=C(Nc1ncc2c(n1)CC(c1ccccc1)CC2=O)c1ccco1 (centres undefined)
15. O=C(Nc1ccccc1)/C(=C\c1ccncc1)NC(=O)c1ccccc1
16. CN(C)CCNC(=O)CCCNC(=O)Cn1cnc2sc3c(c2c1=O)CCCC3
17. CCCC(O)(CCC)C(=O)NNc1ccccc1
18. COc1ccccc1Oc1nc([N+](=O)[O-])nn1CC(N)=O

assay / entry,13,14,15,16,17,18
GRK2 aptamer HTS,0,0,0,7,36,0
MEX-5 binding,-1.4,-3.3,-0.8,1.1,1.2,-0.9
Bcl-xL primary,5,4,3,0,3,4
AGP1-GFP MLPCN,98,107,103,92,108,97
MCL1 BIM primary,1,6,4,-1,3,-1
VLA-4 inh,-11,-6,-3,-2,5,1
CIT2 TOR yeast,86,98,96,101,114,99
GLD-1 RNA inh,4,-3,-2,-3,1,2
Yeast superoxide,102,113,101,83,87,141

19. CC(=O)c1cccc(NS(=O)(=O)c2csc(C(N)=O)c2)c1
20. CCCNS(=O)(=O)c1ccc(OCC(=O)N2CCN(c3ccccc3)CC2)cc1
21. CN(C)N1C(=O)CC(N2CCCC2)C1=O (centres undefined)
22. COc1ncccc1-c1nnn(-c2ccccc2Br)n1
23. O=C1c2ccccc2C(Nc2ccccc2)N1Cc1ccc2c(c1)OCO2 (centres undefined)
24. Brc1ccccc1-c1ccccc1

assay / entry,19,20,21,22,23,24
GRK2 aptamer HTS,5,1,3,0,3,5
MEX-5 binding,1.6,-1.8,1.1,0.7,3.5,.
Bcl-xL primary,1,3,9,3,2,8
AGP1-GFP MLPCN,99,95,98,83,104,111
MCL1 BIM primary,-6,-3,3,5,1,-4
VLA-4 inh,1,8,2,1,4,-6
CIT2 TOR yeast,104,90,92,102,95,99
GLD-1 RNA inh,-2,-4,3,-1,6,5
Yeast superoxide,97,107,115,96,108,108

25. CCc1ccc2ncc(C(=O)c3ccccc3)c(N3CCOCC3)c2c1
26. CN(C)CCSc1nc2cc(S(=O)(=O)N3CCCCC3)ccc2o1
27. CCOCCc1nnc(NC(=O)c2cc(OC)c(OC)cc2[N+](=O)[O-])s1
28. COc1ccc(S(=O)(=O)n2nc(OC(=O)c3c(-c4ccccc4Cl)noc3C)cc2N)cc1
29. Cc1cccc(OCC(=O)N(Cc2ccc(C)o2)C2CCS(=O)(=O)C2)c1 (centres undefined)
30. CCCCCn1c(=O)[nH]c2cc(C(=O)NCc3ccc4c(c3)OCO4)ccc2c1=O
31. CCOc1ccc(N2C(=O)CC(Cc3ccc(Br)cc3)C2=O)cc1 (centres undefined)
32. CCc1ccccc1-n1cnc2cc(C(=O)O)ccc21
33. NS(=O)(=O)c1ccc(CNC(=O)Cn2nc(C(F)F)cc2C(F)F)cc1

assay / entry,25,26,27,28,29,30,31,32,33
GRK2 aptamer HTS,1,0,4,3,5,0,2,0,0
MEX-5 binding,3.8,.,-0.2,-2.6,-0.1,-0.3,-1.2,1.2,.
Bcl-xL primary,1,.,6,-2,5,4,0,9,0
AGP1-GFP MLPCN,99,98,97,101,104,113,99,105,96
MCL1 BIM primary,-7,.,1,-3,3,2,1,6,3
VLA-4 inh,-9,-5,0,-7,4,-4,4,32,-6
CIT2 TOR yeast,118,98,97,101,105,104,104,94,94
GLD-1 RNA inh,0,6,4,11,-5,2,0,3,2
Yeast superoxide,89,106,90,100,102,98,95,98,105

# Ordered by SMILES length (rising): 5 of the compounds above.
26. CN(C)CCSc1nc2cc(S(=O)(=O)N3CCCCC3)ccc2o1
25. CCc1ccc2ncc(C(=O)c3ccccc3)c(N3CCOCC3)c2c1
33. NS(=O)(=O)c1ccc(CNC(=O)Cn2nc(C(F)F)cc2C(F)F)cc1
27. CCOCCc1nnc(NC(=O)c2cc(OC)c(OC)cc2[N+](=O)[O-])s1
28. COc1ccc(S(=O)(=O)n2nc(OC(=O)c3c(-c4ccccc4Cl)noc3C)cc2N)cc1

assay / entry,26,25,33,27,28
GRK2 aptamer HTS,0,1,0,4,3
MEX-5 binding,.,3.8,.,-0.2,-2.6
Bcl-xL primary,.,1,0,6,-2
AGP1-GFP MLPCN,98,99,96,97,101
MCL1 BIM primary,.,-7,3,1,-3
VLA-4 inh,-5,-9,-6,0,-7
CIT2 TOR yeast,98,118,94,97,101
GLD-1 RNA inh,6,0,2,4,11
Yeast superoxide,106,89,105,90,100
